UDG counterscr – blocks uracil-DNA glycosylase in AID counter-screen | FRET deamination/UDG coupled assay, UDG read, 4 h | Potency, µM (series often up to 115 µM), for inactives: at the highest dose activity change, negative = inhibition, most hits filed as inhibitors | actives 0.14% (n = 91,000) | AID 1347430; also: nearly all actives have a fitted effect of over 65% in size
AID inhibitor – activation induced cytidine deaminase inhibition | Q9GZX7 | AID deamination FRET fluorescence, UDG-coupled, 4 h | Potency, µM (highest dose often 115 µM), for inactives: at the top dose activity change, negative = inhibition, usual class: inhibitors | actives 0.32% (n = 91,000); also: nearly all actives have a fitted effect of over 25% in size
Target sequence (Q9GZX7 whole entry, looked up): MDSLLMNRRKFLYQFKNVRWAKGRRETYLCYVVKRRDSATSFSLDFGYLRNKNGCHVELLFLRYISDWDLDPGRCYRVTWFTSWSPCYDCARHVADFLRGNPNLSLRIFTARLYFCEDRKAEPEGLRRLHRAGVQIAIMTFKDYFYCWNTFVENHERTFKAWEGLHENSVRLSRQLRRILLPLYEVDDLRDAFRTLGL
* hit, by the source's call; ? = inconclusive; & = joins results of further samples; [ ] = dose if it differs, or a comment. Calls follow the shape of the dose curve; as a rule, active = well fitted curve in the direction sought with a large enough effect; inconclusive = small, poorly fitted or top-dose-only effect, or another doubt; inactive = no such curve, though single readings can be large; an effect the other way counts as inactive or inconclusive. % is scaled to controls: 0 for no effect and ±100 for the full control effect; potency is read from the fitted curve at half-maximal effect. A portion of the library; count on the stated rates, not on these rows.

Values run as follows: UDG counterscr, AID inhibitor
> COc1ccc(-c2nc(CS(=O)CC(=O)NCc3ccc(F)cc3)c(C)o2)cc1OC (stereo not drawn)
→ 4%, -12%
> COc1cccc(OC)c1C(=O)Oc1ccc2c(c1)O/C(=C\c1sccc1C)C2=O
→ -5%, -8%
> CCOc1cc(CNCC(C)O)ccc1OCc1ccc(C)cc1 (stereo not drawn)
→ -2%, -3%
> COc1cccc(C2C(=O)N(C3CCCCC3)CC(=O)N2CCc2ccc(OC)c(OC)c2)c1 (stereo not drawn)
→ -7%, 3%
> CCOC(=O)C1CCN(C(=O)c2ccc3c(c2)N=C(CC)c2cc(C)ccc2S3)CC1
→ -15%, -16%
> CCOc1ccc(N)cc1OCC
→ -13%, 17%
> COc1ccc(CNC(=O)C(=O)NCC(c2ccco2)S(=O)(=O)c2ccc(C)cc2)cc1 (stereo not drawn)
→ 11%, 7%
> O=c1c(Cl)c(N2CCN(S(=O)(=O)c3ccc4c(c3)CCC4)CC2)cnn1-c1ccccc1
→ 7%, -2%
> O=C(CCCCCCCC(=O)NNC(=O)c1ccc(Cl)cc1)NNC(=O)c1ccc(Cl)cc1
→ -10%, -3%
> CC(C)c1cc(C(=O)NC2CC2)c2cnn(C(C)C)c2n1
→ -12%, -11%
> COc1ccc(/C=C2\Oc3cc(OS(=O)(=O)c4ccccc4)ccc3C2=O)cc1
→ -16%, -18%
> Cc1ccc(S(=O)(=O)c2cnc(SCC(=O)Nc3ccc4c(c3)OCCO4)[nH]c2=O)cc1C
→ -6%, -14%
> N#Cc1nc(-c2ccc(F)cc2)oc1NCc1ccco1
→ -9%, -3%
> CCOc1ccc2c(-c3ccccc3)cc(=O)oc2c1
→ 1%, -20%
> O/N=C1\CCCCC1C1=CCCCC1 (stereo not drawn)
→ 5%, -3%
> COc1ccc(/C=C2\Oc3cc(OC(=O)C(C)(C)C)ccc3C2=O)c(OC)c1OC
→ 13%, -3%
> CCCNCc1ccc(-c2ccc(Br)cc2)o1
→ -6%, -10%
> CCc1ccc2oc(-c3cc(NC(=O)c4cccnc4)cc(C)c3O)nc2c1
→ -9%&-6%, -4%&11%
> Cc1ccc2oc(=O)cc(CN(C)CCO)c2c1
→ 3%, 7%
> C=CCN(CC=C)C(=O)Nc1ccc(C(C)=O)cc1
→ -4%, 2%
> CCOC(=O)Cn1c(=O)oc2cc(S(=O)(=O)N3CCN(c4cc(C)ccc4C)CC3)ccc21
→ 16%, -18%
> CC1=C(C(N)=O)C(c2ccccc2F)n2nc(-c3ccc(Cl)cc3)nc2N1 (stereo not drawn)
→ -15%, 3%
> Cc1ccc2nc(-c3ccc(O)cc3)c(Nc3ccc4c(c3)OCO4)n2c1
→ 6%, 19%
> COc1ccc2sc(N(Cc3cccnc3)C(=O)C3COc4ccccc4O3)nc2c1 (stereo not drawn)
→ 8%, 8%
> CCN1C(=O)c2ccccc2S(=O)c2ccc(C(=O)N3CCN(c4ccc(F)cc4)CC3)cc21 (stereo not drawn)
→ 4%, -10%
> CCC(Nc1ccc2oc(C)nc2c1)C(=O)Nc1ccc(F)cc1 (stereo not drawn)
→ -4%, 6%
> O=S(=O)(c1ccc(Cl)cc1)c1nc(-c2cccs2)oc1N1CCCCC1
→ -9%[57.5 µM], ?
> COc1ccc(C)cc1NC(=O)CNC(=O)CNc1ccc(C)cc1Br
→ -9%, -14%
> C=CCN1CCc2c(cc(O)c(O)c2Cl)C(c2ccccc2)C1 (stereo not drawn)
→ -1%, -1%
> Cc1cccc(C)c1NC(=O)C(=O)NCC(c1ccc2c(c1)OCO2)N1CCOCC1 (stereo not drawn)
→ 2%, 2%
> Cc1cccc(NC(=O)Nc2nnc(N3CCCC3)s2)c1
→ 9%, 2%
> O=C(NC1CCCCC1)c1ccc(Cn2c(SCc3ccc(F)cc3)nc3cccnc32)cc1
→ -4%[57.5 µM], -16%
> CCC(CC)C(O)(C#Cc1ccccc1)c1ccccc1 (stereo not drawn)
→ -12%, -16%
> CCOCN(C(=O)Cn1c(CC(C)C)nc2ccccc21)c1c(C)cccc1CC
→ -1%, ?
> Cc1ccc(CNc2nc3c(c(=O)n(C)c(=O)n3C)n2Cc2cccc3ccccc23)cc1
→ -4%, 4%
> Cc1c(NC(=O)c2cc(-c3ccc(Cl)cc3)on2)c(=O)n(-c2ccccc2)n1C
→ ?, -6%
> CC(C)(C)c1ccc(C(=O)N(C2CCCCC2)C2CCCCC2)cc1
→ -6%, -8%
> CSc1nnc(NC(=O)Cc2coc3cc(C)ccc23)s1
→ -14%, 2%
> Cc1noc(C)c1COc1cccc(C(=O)Nc2ccc(S(=O)(=O)NCc3ccco3)cc2)c1
→ 1%, -6%
> CCN1c2ccccc2-c2nc(SCC(=O)Nc3cccc(C)c3C)ncc2S1(=O)=O
→ -12%, 11%
> Cc1ccccc1OCc1nnc(SCC(=O)NC2CCCCC2)n1C
→ 1%, -1%
> COCCn1c(=O)c2c(nc(-n3nc(C)c(C)c3C)n2CCOC)n(C)c1=O
→ 6%, 14%
> COC(=O)c1ccc(OC)cc1OCc1ccccc1C#N
→ -5%, -9%
> CCC1CCc2nc(N)c(C#N)c(-c3ccccc3Cl)c2C1 (stereo not drawn)
→ -3%, -3%
> Fc1ccc(CNc2ccc(F)c(Cl)c2)cc1F
→ -1%, -3%
> CC(=O)c1c(C)oc2ccc(N(C(=O)c3ccncc3)S(=O)(=O)c3ccc(C)cc3C)cc12
→ -4%, -14%
> CCc1ccc(NC(=O)CSc2nc3ccccc3nc2Cc2ccc(C)cc2)cc1
→ -3%, -4%
> Cc1cc2nc(CSc3ccc(NC(=O)c4ccccc4C(F)(F)F)cc3)cc(=O)n2o1
→ -2%, 1%
> CC(C)CC(CNC(=O)Cc1n[nH]c(=O)c2ccccc12)N1CCOCC1 (stereo not drawn)
→ -2%, -3%
> CC1CCN(C(=O)Cc2n[nH]c(=O)c3ccccc23)CC1
→ 2%, -11%
> CNS(=O)(=O)c1ccc(C(=O)N2CCCC2c2ccc3c(c2)OCCCO3)cc1 (stereo not drawn)
→ -4%, -4%
> O=C(O)CCC(=O)N1CCN(c2nc(-c3ccccc3)c3cc(Br)ccc3n2)CC1
→ -11%, -22%
> COc1ccc2c(c1)C(=O)/C(=C/c1ccc(Br)cc1)CC2
→ -5%, -8%
> COc1cc(OC)cc(C(=O)Nc2ccc3nc4n(c(=O)c3c2)CCCCC4)c1
→ -3%, ?
> COc1cc(C2SCCS2)ccc1OC(=O)c1cc(OC)c(OC)c(OC)c1
→ -2%, -1%
> CCCOC(=O)c1ccc(Oc2c(C)oc3cc(OC(=O)C(C)C)ccc3c2=O)cc1
→ -1%, -8%
> C/C(=N/NC(=S)NC1CCCCC1)c1ccc(C(C)(C)C)cc1
→ -3%, -17%
> C=C(C)CN(CC)C(=O)/C=C/c1csc(C)n1
→ 1%, 4%
> Cc1cc2n(n1)CCCN2C(=O)Nc1ccc(F)c(Cl)c1
→ 3%, 13%
> O=C(/C=C/NC1CCN(Cc2ccccc2)CC1)C(F)(F)F
→ -3%, -6%

Next section; the last 6 above are carried over.
Values run as follows: UDG counterscr, AID inhibitor
> COc1cc(C2SCCS2)ccc1OC(=O)c1cc(OC)c(OC)c(OC)c1
→ -2%, -1%
> CCCOC(=O)c1ccc(Oc2c(C)oc3cc(OC(=O)C(C)C)ccc3c2=O)cc1
→ -1%, -8%
> C/C(=N/NC(=S)NC1CCCCC1)c1ccc(C(C)(C)C)cc1
→ -3%, -17%
> C=C(C)CN(CC)C(=O)/C=C/c1csc(C)n1
→ 1%, 4%
> Cc1cc2n(n1)CCCN2C(=O)Nc1ccc(F)c(Cl)c1
→ 3%, 13%
> O=C(/C=C/NC1CCN(Cc2ccccc2)CC1)C(F)(F)F
→ -3%, -6%
> COc1ccc(C(=O)NNC(=O)CC2Sc3ccccc3NC2=O)cc1 (stereo not drawn)
→ -3%, 6%
> COc1cc(CCNC(=O)c2cc(=O)c3ccccc3o2)ccc1OC(F)F
→ -1%, -4%
> Cc1ccc(NC(=O)c2ccc3nc(Cc4ccccc4)oc3c2)cc1F
→ 10%, 12%
> O=C(c1ccccc1)N(Cc1ccco1)C1CC1
→ -7%, 1%
> COc1ccc(-c2cc(NC(=O)c3cccc(S(=O)(=O)NCC4CCCO4)c3)ccc2OC)cc1 (stereo not drawn)
→ 6%, 3%
> COc1cc2c(cc1OC)C(COc1ccc(F)cc1)N(C(=O)C(C)C)CC2 (stereo not drawn)
→ -7%, ?
> COc1cccc(C(=O)OCc2ccc(C#N)cc2)c1OC
→ 4%, -1%
> Cc1c(Cl)cccc1N=Cc1ccc(C=Nc2cccc(Cl)c2C)cc1
→ -5%, -4%
> C=C(C)C[C@H]1CC=C[C@H](CC(=C)C)[N+]1(C)C
→ 3%, 2%
> CC1(C)CC(NC(=O)CCn2ccc3ccccc32)CC(C)(C)N1
→ -15%, -10%
> O=C(O)/C=C/c1ccc(Cl)cc1Cl
→ 11%, 12%
> COc1ccc2c(C)c(CCC(=O)NCc3ccccc3Cl)c(=O)oc2c1C
→ 18%, 15%
> O=C(CCc1c[nH]c2ccccc12)NC12CC3CC(CC(C3)C1)C2
→ 0%, -6%
> Cc1cccc(CCNC(=O)c2cc3c(=O)[nH]c4ccc(C)cc4c3s2)c1
→ -20%, -2%
> CCOc1cccc2c1Oc1nc(-c3cccc(OC(C)C)c3)[nH]c(=O)c1C2
→ 9%, -6%
> COc1ccc2c(COC(=O)c3ccc4ccccc4c3O)cc(=O)oc2c1
→ 1%, 1%
> O=C(CCc1ccncc1)Nc1ccccc1
→ -1%, -2%
> Cc1nc2nc(CNC(=O)c3cccc(F)c3)nn2c(C)c1CCC(=O)Nc1cccc(Cl)c1
→ -5%[57.5 µM], 5%
> CC1CCC(=NO)CC1 (stereo not drawn)
→ 2%, -1%
> COc1ccc(C2C(C(C)=O)=C(O)C(=O)N2c2cccc(OC)c2)cc1 (stereo not drawn)
→ 3%, 2%
> CCOC(=O)c1cccc(NC(=O)C2CCCN(S(=O)(=O)c3cc(Br)cc4c3N(C(=O)CC)CC4)C2)c1 (stereo not drawn)
→ -8%, 4%
> COc1ccccc1OCC(=O)N(Cc1cccs1)C1CCS(=O)(=O)C1 (stereo not drawn)
→ 2%, 10%
> O=C1CCSc2c1cccc2C(=O)NCc1ccccc1Cl
→ -7%, -7%
> COc1cccc(/C=C(\C#N)c2nc3ccc(C)cc3[nH]2)c1
→ 8%, -7%
> Cc1cc(C)c(C(=O)Nc2ccccc2)c(SCC(=O)Nc2ccc(Br)cc2C)n1
→ -1%, 0%
> CC[N+]1(CC=C(C)C)CCCCC1
→ -4%, -1%
> COc1ccccc1/C=C/C(=O)Oc1c(C)ccc(C)c1C
→ -11%, -3%
> CCCCN(CC)CCCNC(=O)c1ccc2c(c1)NC(=O)CN2C
→ 8%, 46%[activator]
> O=C(COc1ccc(Cl)cc1)Nc1ccccc1C(=O)OCc1cc(=O)n2ccsc2n1
→ -17%, 0%
> CCOc1ccccc1CNC(=O)c1ccc2c(c1)nc1n2CCC(C)C1 (stereo not drawn)
→ -10%[57.5 µM], 3%

Some values from the entries so far:
`Fc1ccc(CNc2ccc(F)c(Cl)c2)cc1F` @ UDG counterscr = -1%
`COc1cc(C2SCCS2)ccc1OC(=O)c1cc(OC)c(OC)c(OC)c1` @ AID inhibitor = -1%

Going on with the list.
Values run as follows: UDG counterscr, AID inhibitor
> N#Cc1ccc(C(=O)/C=C/c2ccc3c(c2)OCCO3)cc1
→ 1%, -12%
> CC(=O)c1c(C)[nH]c(C(=O)Nc2ccc(C)c(S(=O)(=O)N(C)C)c2)c1C
→ -2%, -16%
> Cc1ccc2c(c1)-c1c(cnn1CC(=O)N1CCN(c3cc(C)ccc3C)CC1)CO2
→ -11%, 40µM*
> CN(C)c1ccc(C(CNS(=O)(=O)c2ccc(F)cc2)N2CCc3ccccc32)cc1 (stereo not drawn)
→ -11%, -19%
> N#Cc1ccc(OCC(=O)NOCc2ccccc2)cc1
→ -5%, -2%
> Fc1ccc(-c2nc3ccccc3o2)cc1
→ 0%, -4%
> O=C(Nc1ccc(F)c(F)c1F)C12CC3CC(CC(Cl)(C3)C1)C2
→ 9%, 1%
> COc1ccccc1N1CCN(c2nc3c(S(=O)(=O)c4ccccc4)nnn3c3ccc(Cl)cc23)CC1
→ 2%, 12%
> Cc1cccc(N2CCN(C(=O)c3c4c(nc5ccccc35)C(=O)N(C3CCCCC3)C4)CC2)c1C
→ 0%, 28µM*
> COc1ccc(SCc2cc(=O)c3ccc(C)c(C)c3[nH]2)cc1
→ -12%[57.5 µM], -1%
> CCN(CC)C(=O)CSc1nc2cc3c(cc2c(=O)n1CCCC(=O)NCc1ccc(OC)cc1)OCO3
→ -3%, 13%
> CC1CCN(S(=O)(=O)N2CC=C(c3c[nH]c4ccccc34)CC2)CC1
→ 3%, 13%
> O=C(OC1CCCCC1=O)c1cccc(Br)c1 (stereo not drawn)
→ 14%, 2%
> CCc1ccccc1NC(=O)N1CCN(Cc2ccc(Cl)s2)CC1
→ 3%, -4%
> COC(=O)c1ccc(COC(=O)c2ccc3c(c2)NC(=O)CS3)cc1
→ 1%, 1%
> Cc1ccc(N2C(=O)CSC23C(=O)N(CC(=O)Nc2ccc(C)cc2C)c2ccccc23)cc1 (stereo not drawn)
→ -4%, 32%
> COc1cc(C(=O)Nc2sc3ccccc3c(=O)c2-c2ccccc2)cc(OC)c1OC
→ -6%, -5%
> Cc1ccc(-c2nc(SCCOc3ccccc3C)n3[nH]c(=O)cc3n2)cc1
→ 31%[activator], -14%
> CCCOc1ccc(NC(=O)C(C)Oc2ccc(C)c(C)c2)c2cccnc12 (stereo not drawn)
→ -1%, 2%
> Cc1ccc2c(Cl)cc(Cl)c(OCc3nccn3C(F)F)c2n1
→ -13%, 20%
> COCCOc1nc2c(c(=O)n(C)c(=O)n2C)n1Cc1ccc(C)cc1
→ 0%, 1%
> Oc1cccc(C(O)CNC/C=C/c2ccccc2)c1 (stereo not drawn)
→ 1%, 14%
